Assay outcomes from PubChem.
HePTP inhibitor = blocks human HePTP tyrosine phosphatase; P35236; recombinant HePTP phosphatase activity, OD absorbance; inhibition, % at 20 µM; 110,000 compounds, 0.64% hits; AID 521; in the data active = inhibition above about 50%;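 note: plate controls were vehicle for no effect and reference inhibitor for full effect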
Target sequence (P35236 whole entry, looked up): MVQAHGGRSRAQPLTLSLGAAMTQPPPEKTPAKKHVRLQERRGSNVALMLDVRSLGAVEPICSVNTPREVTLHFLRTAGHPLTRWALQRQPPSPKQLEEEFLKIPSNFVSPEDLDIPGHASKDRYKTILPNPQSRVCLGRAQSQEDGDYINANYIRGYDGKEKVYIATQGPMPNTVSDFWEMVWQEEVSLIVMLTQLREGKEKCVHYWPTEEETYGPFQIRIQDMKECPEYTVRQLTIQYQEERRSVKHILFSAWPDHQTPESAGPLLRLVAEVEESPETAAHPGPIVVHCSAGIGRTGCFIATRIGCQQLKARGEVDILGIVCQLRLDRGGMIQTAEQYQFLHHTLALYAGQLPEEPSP
BAP1 inh = human BAP1 deubiquitinase inhibition; 72,000 compounds, 0.48% hits; Q92560; recombinant BAP1, Ub-AMC hydrolysis fluorescence kinetic; stronger effect = lower value; activity remaining (% of control), % at 20 µM;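 active = activity remaining at or below 50% of control, provided the compound also passes the data quality filters; inactive = the rest, including low values that fail the filters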;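 note: 100% = DMSO wells rate and 0% = substrate alone blank rate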
Target sequence (Q92560 whole entry, looked up): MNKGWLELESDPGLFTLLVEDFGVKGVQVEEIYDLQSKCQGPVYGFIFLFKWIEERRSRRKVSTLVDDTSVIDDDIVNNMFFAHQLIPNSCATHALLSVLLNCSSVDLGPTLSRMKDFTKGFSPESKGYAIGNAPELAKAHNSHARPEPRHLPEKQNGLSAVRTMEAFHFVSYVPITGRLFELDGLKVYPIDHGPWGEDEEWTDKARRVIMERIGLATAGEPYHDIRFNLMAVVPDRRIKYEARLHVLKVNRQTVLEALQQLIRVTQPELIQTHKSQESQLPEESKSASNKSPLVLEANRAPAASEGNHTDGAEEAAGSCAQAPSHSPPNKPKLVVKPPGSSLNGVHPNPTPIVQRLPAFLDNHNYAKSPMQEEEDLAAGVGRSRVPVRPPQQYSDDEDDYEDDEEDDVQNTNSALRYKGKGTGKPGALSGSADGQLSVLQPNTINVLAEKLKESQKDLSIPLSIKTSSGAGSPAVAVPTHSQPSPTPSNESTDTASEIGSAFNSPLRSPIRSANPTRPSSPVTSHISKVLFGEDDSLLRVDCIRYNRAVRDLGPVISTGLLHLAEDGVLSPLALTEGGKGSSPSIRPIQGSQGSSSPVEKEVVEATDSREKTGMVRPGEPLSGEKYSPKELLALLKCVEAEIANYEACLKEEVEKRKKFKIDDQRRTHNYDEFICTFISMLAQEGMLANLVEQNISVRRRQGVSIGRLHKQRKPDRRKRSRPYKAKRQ
* hit, by the source's call; x = no result given; & = joins results of further samples.

SMILES | BAP1 inh | HePTP inhibitor
CCN(C(=O)c1c(-c2ccccc2)noc1C)c1ccccc1 | 101 | 9
CC1=C(C(=O)Nc2ccc(C)cc2)C(c2ccc(Br)cc2)NC(=S)N1 (configuration not stated) | x | -4
Cc1ccc(Nc2cc(C)c3ccccc3n2)cc1 | x | 5
CN=CC1=C(O)C(C(=O)OC)C(C)(C)CC1=O (configuration not stated) | x | -2
O=C(Nc1ccc2nn(-c3ccc(Cl)cc3)nc2c1)c1ccc([N+](=O)[O-])cc1 | x | 7
Cc1cc(Br)ccc1NC(=O)C1CCCO1 (configuration not stated) | 102 | 8
O=C(Nc1ccccc1)Nc1nnc(SCCOc2ccccc2)s1 | x | 0
COc1ccc(Cl)cc1C(=O)Nc1nnn(C)n1 | 102 | 6
C/C(=N/NC(=O)COc1ccc(C)cc1)c1cccc([N+](=O)[O-])c1 | x | 11
CCCN1C2CCCC1CC(NC(=O)c1ccc(F)cc1)C2 (configuration not stated) | 107 | 11
Cc1cc(C(=O)Nc2c(C)nn(Cc3ccccc3Cl)c2C)no1 | 99 | 4
CC(NC(=O)c1ccc(Cl)cc1)C(=O)N1CCCCC1 (configuration not stated) | 114 | 0
O=C(Nc1ccc(F)cc1)c1cccc2c1C(=O)N(Cc1ccccn1)C2 | 90 | 6
COc1cccc(C(=O)Cn2c(=O)n(CC3CCCO3)c(=O)c3ccccc32)c1 (configuration not stated) | 69 | 8
O=S(=O)(N1CCCCC1)N1CCCN(S(=O)(=O)N2CCCCC2)CC1 | 142 | 8
CC(=O)Nc1cccc(Oc2cc(C#N)c(C#N)cc2N2CCCCCC2)c1 | x | 7
CCOC(=O)c1cccc(N2C(=O)C3C4C=CC(C4=C(C)C)C3C2=O)c1 (configuration not stated) | x | -30
CCOCCOC(=O)c1cccc(NC(=O)c2ccccc2C)c1 | x | 7
O=C(/C=C/c1ccccc1)CC(=O)C(F)(F)F | x | 9
COc1cc(C(=O)Nc2ccc3oc(-c4cccnc4)nc3c2)cc(OC)c1OC | x | -4
N=C1C(c2ccccc2)=C(O)CN1c1ccccc1N1CCOCC1 | x | 2
COc1ccc(Cl)cc1C(=O)N1CCN(c2cccc(Cl)c2)CC1 | x | 5
COc1ccccc1/C=C1/SC(=S)N(CCC(=O)N2c3ccccc3Sc3ccccc32)C1=O | x | 5
Cn1c(N2CCCCC2)nc2c1c(=O)n(Cc1cccc(Br)c1)c(=O)n2C | 139 | -5
COc1ccc(C(=O)N2CCCC2)cc1 | 101 | 4
O=C(c1ccccc1Cl)N1CCN(c2ccc(Cl)cc2[N+](=O)[O-])CC1 | x | 7
C=CCNC(=S)N1CCN(CCNC(=O)C(=O)Nc2ccc(C)cc2)CC1 | x | 6
O=C(NCc1ccc(F)cc1)c1cccc(S(=O)(=O)N2CCCC2)c1 | 83 | -5
COc1ccccc1NC(=O)C1CCC(=O)N1 (configuration not stated) | x | 3
CCOC(=O)N1CCN(C(=O)CSc2cc(C)nc3c(-c4ccccc4OC)c(C)nn23)CC1 | 111 | -6
CCSC1=C(C#N)C(c2ccc([N+](=O)[O-])cc2)CC(=O)N1 (configuration not stated) | x | 5
COc1cc(/C=N/N2CCN(c3ccccc3)CC2)cc(OC)c1O | x | -11
COC(=O)c1ccc(C2CC(=O)Nc3cc(OC)c(OC)c(OC)c32)cc1 (configuration not stated) | 116 | 2
COc1cc(Nc2cc(C)c(C#N)c3nc4ccccc4n23)cc(OC)c1OC | x | 0
CSc1c[n+]2c(n1C)CCC2 | 90 | 4
N#C/C(=C/c1cc2c(cc1[N+](=O)[O-])OCO2)C(=O)Nc1ccc(F)cc1 | x | 0
COc1cccc2cc(-c3cn4cccc(C)c4n3)c(=O)oc12 | 79 | -9
O=C(O)CCc1ccc(-c2cccs2)n1CC1CCCO1 (configuration not stated) | 171 | 9
CCCCOc1ccc(C(=O)OC2CC(C)N(C)CC2C)cc1 (configuration not stated) | 137 | 5
Cc1ccc(-n2c(C)cc(C(=O)COC(=O)c3c(C)noc3C)c2C)cc1 | 72 | 8
COc1cc(OC)cc(C(=O)Nc2ccc(OC)c3ccccc23)c1 | x | 5
CSc1snc(SCC(N)=O)c1C#N | 106 | -3
CC1(C)Cc2nc(NCCCO)c(C#N)cc2CO1 | 880 | -4
CCCC(=O)Nc1cc(OC)c(OC)cc1C(=O)O | 93 | 6
Cc1ccccc1NS(=O)(=O)c1cccc(C(=O)Nc2ccc(Cl)cc2)c1 | x | 5
CC(=O)NC12CC3(C)CC(C)(CC(O)(C3)C1)C2 | x | 3
Cc1ccc(N2CCN(S(=O)(=O)c3ccc(F)c(C)c3)CC2)c(C)c1 | x | 5
O=C(CC1CCCCC1)Nc1ccccc1 | x | 0
COc1ccc(-c2csc(NC(=O)c3ccc(S(=O)(=O)N4CCc5ccccc54)cc3)n2)cc1C | 60 | x
C/C(CCc1oc2c(Br)cc(Br)cc2c1-c1ccc(C)o1)=N\O | x | 5
CCOC(=O)c1sc2ncn(CC(=O)N(CC)CC)c(=O)c2c1C | 102 | -3
CC(C)C(=O)Nc1ccccc1C(=O)Nc1ccc(C(=O)O)cc1 | x | 1
O=C1C(=O)N(c2nncs2)C(c2cccc(Br)c2)/C1=C(\O)c1ccc(F)cc1 (configuration not stated) | x | -6
CC(C)NC(=O)Cn1nnc(-c2cccc(NC(=O)c3ccccc3F)c2)n1 | 93 | 0
CCOC(=O)C1CCN(c2c(N3CCCCCC3)c(=O)c2=O)CC1 | 89 | 7
CCOc1cccc(N2C(=O)CC(N3CCC(C(N)=O)(N4CCCCC4)CC3)C2=O)c1 (configuration not stated) | 116 | 1&1
O=C(NCCCN1CCN(c2cccc(Cl)c2)CC1)c1nc(-c2ccncc2)no1 | 87 | 0
COc1ccc(N2C(=O)NC(=O)/C(=C/c3ccc(OCCOc4ccccc4)cc3)C2=O)cc1 | x | -1
CC(C)(C)NC(=O)c1ccccc1-c1nc(-c2ccccc2Cl)no1 | 88 | -4
N#C/C(=C\c1ccc(-c2ccccc2)o1)C(=O)Nc1cccc2cccnc12 | x | -20

More compounds:
SMILES | BAP1 inh | HePTP inhibitor
Cc1cc(/C(=N/O)C(C)(C)NO)ccc1Cl | 92 | 6
N#Cc1c(Nc2ccccc2)ccn(CC(=O)c2ccccc2)c1=O | x | 3
Cc1nc(-c2ccc(NC(=O)c3cccs3)cc2)cs1 | 424 | 11
O=C(CSc1nc2c(c(=O)[nH]1)CCC2)Nc1cccc(Cl)c1 | 97 | -1
CCOC(=O)c1ccc(N2NC(=O)/C(=C/c3cccc(Br)c3)C2=O)cc1 | x | 7
Cc1oc(C(=O)O)cc1CSCc1cc(C(=O)O)oc1C | x | 6
O=S(=O)(c1ccc(F)cc1)n1nnc2ccccc21 | x | -5
O=C(CN(c1ccc(F)cc1)S(=O)(=O)c1ccc2c(c1)OCCO2)N1CCOCC1 | 109 | 8
O=C(O)CCCC(=O)Nc1cccc(C(=O)O)c1 | x | 9
CCc1ccccc1N1CCN(S(=O)(=O)c2ccc(F)c(C)c2)CC1 | x | 0
CS(=O)(=O)N(CC(=O)N1CCOCC1)c1cc(Cl)cc(Cl)c1 | x | -2
O=C1OC(c2ccc(Br)cc2)=C/C1=C\C=C\c1ccccc1 | x | -2
COCc1c(C(=O)OCC(=O)N2c3ccccc3CC2C)oc2ccccc12 (configuration not stated) | 95 | 0
CCCCOC(=O)CSc1nc2c(cc1C#N)C(=O)CC(C)(C)C2 | 101 | 8
CN(C)CCCOC(=O)c1ccccc1 | x | 4
CCOc1cc(C(=S)N2CCC(C)CC2)ccc1O | x | 9
COc1ccc(Nc2cc(C(=O)NCCCN3CCN(C)CC3)c3ccccc3n2)cc1OC | 93 | -11
CC(C)CNC(=O)c1cccc(NC(=O)C2CCCO2)c1 (configuration not stated) | 104 | 5
COC(=O)CN(c1ccccc1OC)S(=O)(=O)c1ccccc1 | 120 | 8&4
Cc1cccc(NC(=O)CCC(=O)NCCO)c1 | x | 5
O=C(NN1C(=O)/C(=C/c2ccc(O)c(O)c2)SC1=S)c1ccccc1Br | x | 7
COc1ccc(C2/C(=C(\O)c3ccc(Cl)cc3)C(=O)C(=O)N2CCCCCC(=O)O)c(OC)c1 (configuration not stated) | x | -1
COc1ccc(NC(=O)C2(C)CC3c4ccccc4C2c2ccccc23)cc1 (configuration not stated) | x | 3
O=C(c1cc(F)c(F)cc1Cl)N1CCN(c2ccc([N+](=O)[O-])cc2Cl)CC1 | x | 5
COc1ccc2oc(=O)c(-c3ccc([N+](=O)[O-])cc3)cc2c1 | x | 31
CCC1CCCCN1CCCOc1ccc(Br)cc1 (configuration not stated) | x | 6
CC(C(=O)N(C1CC1)C1(C(=O)Nc2ccccc2)CCCC1)N1C(=O)c2ccccc2C1=O (configuration not stated) | 104 | -7
CCC1(C)CC(CCNCc2ccc(F)cc2)(c2ccccc2OC)CCO1 (configuration not stated) | x | 2
COc1ccc(Nc2oc(COc3cccc(C)c3)nc2C#N)cc1 | 79 | 2
Cc1ccc(C)c(OCc2nnc(N)s2)c1 | 84 | x
O=C1C2CCC(C(O)C2)N1Cc1ccccc1 (configuration not stated) | 106 | 7
Cc1ccccc1N/C=C/C(=O)c1ccc(Cl)cc1 | x | 3
c1ccc(-c2cnc(-c3cccnc3)o2)cc1 | 72 | 1&8
N#Cc1cc2c(=O)n3ccccc3nc2n(CCCn2ccnc2)c1=N | x | 9
COc1ccc(NC(=O)c2ccco2)cc1NC(=O)c1cccnc1 | 160 | 7
COc1ccc(C2C3=C(CC(C)(C)CC3=O)NC3=C2C(=O)CC(C)(C)C3)cc1Br | x | -11
Cc1onc(-c2c(Cl)cccc2Cl)c1C(=O)N1CCc2ccccc21 | 76 | 6
COc1cc(C2C(C(=O)Nc3ccccc3C)=C(C)NC3=C2C(=O)CCC3)cc(OC)c1OC (configuration not stated) | x | -12
CCOC(=O)c1ccccc1NC(=O)CSc1nccn1C | 103 | -4
COc1ccccc1N(CC(=O)Nc1ccccc1C(=O)NC(C)C)S(C)(=O)=O | 97 | 6
O=C(CSc1ncnc2ccccc12)NCc1ccco1 | 108 | 6
CP(C)(=O)CCP(=O)(c1ccccc1)c1ccccc1 | x | 8
CCCCCCC(=O)Nc1nnc(CC(C)C)s1 | x | -5
COc1ccc(S(=O)(=O)N2CCc3ccccc32)cc1[N+](=O)[O-] | 212 | x
CC(C)Oc1ccc(Cc2n[nH]c(=S)n2-c2ccccc2)cc1 | x | 27
Cc1cc(Nc2ccccc2F)n2ncnc2n1 | 97 | 10
CCOc1ccccc1N1C(=O)NC(=O)/C(=C/C=C/c2ccco2)C1=O | x | 5
Cc1cccc(C(=O)Nc2ccc(I)cc2Cl)c1 | x | -4
N#CC1CC(c2ccccc2)=NN1c1ccccc1 (configuration not stated) | x | -8
COc1cc(C(=O)NC(NC(=S)Nc2ccc(Cl)c(Cl)c2)C(Cl)(Cl)Cl)cc(OC)c1OC (configuration not stated) | x | 10
O=C(CSc1ccc2ccccc2n1)N/N=C/c1ccc(Br)cc1 | x | 8
O=C(/C=C/Nc1ccccc1C(F)(F)F)c1ccc(Br)cc1 | x | 3
Cc1ccc(C(=O)Nc2ncc3c(n2)CC(c2ccco2)CC3=O)cc1 (configuration not stated) | 98 | 12
Cc1cc(C)cc(OCC(=O)NNC(=O)CN2C(=O)c3ccccc3C2=O)c1 | x | -7
Cc1ccccc1NC(=O)c1nc[nH]c1C(=O)NCc1ccccc1 | 152 | -7
COc1ccccc1CNC(=O)CC(c1ccccc1)c1ccccc1 | x | 2
Cc1cc(C(C)(C)C)cc(C(C)(C)C)c1NC(=O)Cc1ccccc1 | x | -3
CS(=O)(=O)N1CCc2cc(S(=O)(=O)N3CCN(Cc4ccc5c(c4)OCO5)CC3)ccc21 | 122 | 10
COc1cc(/C=C2\C(=O)NC(=O)N(c3ccc(Br)cc3)C2=O)ccc1OCC(=O)O | x | -4
CCOc1ccc(NC(=O)CC2S/C(=N\N=C\c3ccccc3OC)NC2=O)cc1 (configuration not stated) | x | 0

Next section
SMILES | BAP1 inh | HePTP inhibitor
COc1ccc(C2c3c(oc4ccccc4c3=O)C(=O)N2CCCN2CCOCC2)cc1 (configuration not stated) | 98 | x
COc1cc(NC(=O)c2cc([N+](=O)[O-])ccc2Br)ccc1NC(=O)c1ccco1 | x | -12
COc1ccccc1NC(=O)c1ccc(Cl)cc1Cl | x | 7
CN(CCC#N)C(=O)c1ccc(CNS(=O)(=O)c2ccc(F)cc2)cc1 | 121 | 10
COC(=O)c1ccccc1NC(=O)CN(c1cccc([N+](=O)[O-])c1)S(=O)(=O)c1ccccc1 | x | -3
Cc1ccc2oc(-c3ccc(NC(=O)Cc4ccccc4)c(C)c3)nc2c1 | x | -7
CS(=O)(=O)N(CCc1ccccc1)CC(=O)NCC1CCCO1 (configuration not stated) | 74 | 9
O=C(CSc1ccc2nnc(-c3ccncc3)n2n1)NCc1ccco1 | 95 | 1
O=C(Nc1ccc(F)cc1)c1sc2ccccc2c1Cl | 223 | x

Shown with each value named: entries from further up
CCOC(=O)c1sc2ncn(CC(=O)N(CC)CC)c(=O)c2c1C
  BAP1 inh = 102	HePTP inhibitor = -3
CC(C)C(=O)Nc1ccccc1C(=O)Nc1ccc(C(=O)O)cc1
  BAP1 inh = x	HePTP inhibitor = 1

5 entries picked at random from those above:
SMILES | BAP1 inh | HePTP inhibitor
COc1ccc(-c2csc(NC(=O)c3ccc(S(=O)(=O)N4CCc5ccccc54)cc3)n2)cc1C | 60 | x
COc1ccc(NC(=O)c2ccco2)cc1NC(=O)c1cccnc1 | 160 | 7
O=C(CSc1ncnc2ccccc12)NCc1ccco1 | 108 | 6
COc1cccc2cc(-c3cn4cccc(C)c4n3)c(=O)oc12 | 79 | -9
Cc1ccccc1NS(=O)(=O)c1cccc(C(=O)Nc2ccc(Cl)cc2)c1 | x | 5
